Screens (PubChem BioAssay)
BLM inh: inhibitors of human Bloom syndrome helicase BLM | Potency, µM (titrated, usually from 56.1 µM), for the others: at the highest dose activity change, negative = inhibition, most hits filed as inhibitors | recombinant BLM DNA unwinding, fluorescence dequenching | hit rate 0.2% among 350,000 | P54132;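 note: plate controls were vehicle for no effect and no enzyme for full effect; nearly all actives have a fitted effect of over 35% in size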
BAZ2B block: inhibitors of human BAZ2B bromodomain. Q9UIF8. AlphaScreen BAZ2B-H3K14Ac peptide displacement. Potency, µM (highest dose often 114 µM), inactives show at the top dose activity change, negative = inhibition, actives largely listed as inhibitors. hit rate 4.4% among 360,000. AID 504333; note: % is set by controls: 0 for no effect and ±100 for the full control effect; nearly all actives have a fitted effect of over 60% in size
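AlphaScreen luminescence quantifies BAZ2B engagement of H3K14Ac peptide; the protein and biotinylated peptide are both at 50 nM final, buffer PBS pH 7.4 with 0.01% Tween-20, all steps at room temperature.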
G9a inh: inhibitors of human histone lysine methyltransferase G9a | Q96KQ7 | AID 504332 | hit rate 8.8% among 350,000 | Potency, µM (titrated, usually from 102 µM), for the others: at the highest dose activity, negative = inhibition, usual class: inhibitors | G9a H3K9 monomethylation, AlphaScreen, 2 h; note: % is set by controls: 0 for no effect and ±100 for the full control effect; nearly all actives have a fitted effect of over 75% in size
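Compounds were preincubated with 20 nM G9a for 15 min, after which biotinylated H3K9 peptide (500 nM) and SAM (20 uM) started a 2 h room-temperature reaction. Monomethylated product was quantified by antibody-based AlphaScreen chemiluminescence.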
JMJD2A Tudor inh: inhibitors of human JMJD2A Tudor domain | hit rate 4.4% among 390,000 | AlphaScreen JMJD2A-Tudor / H3K4me3 peptide binding | AID 504339 | Potency, µM (top dose mostly 114 µM), without a hit: top-dose activity change, negative = inhibition, most hits filed as inhibitors; note: % is set by controls: 0 for no effect and ±100 for the full control effect; nearly all actives have a fitted effect of over 50% in size
POLI inh: blocks human DNA polymerase iota activity; Pol iota fluorescent replication assay, 10 min; Potency, µM (top dose mostly 115 µM), without a hit: top-dose activity, negative = inhibition, hits mostly inhibitors; Q9UNA4; hit rate 1% among 390,000
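Fluorescent replication assay read twice, at 0 min and 10 min after adding 50 nM (final) substrate. Enzyme (10 nM) and compounds were first incubated 15 min at room temperature; enzyme-free buffer wells were negative controls.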
Pin1 inhibitor: blocks the human prolyl isomerase Pin1 | Q13526 | Pin1 FP peptide displacement, HiFluor488, 10 min | Potency, µM (top dose mostly 115 µM), without a hit: top-dose activity, negative = inhibition, most hits filed as inhibitors | hit rate 0.009% among 390,000 | AID 504891; active = well fitted inhibition curve with a large enough effect in the polarisation, with a control signal flat, not every such curve was filed as active; inconclusive = small, poorly fitted or top-dose-only effect, or effect the other way, or a change in a side signal; inactive = no such curve, though single readings can be large or run the other way; the % refers to the polarisation; note: % is set by controls: 0 for no effect and ±100 for the full control effect
Target sequence (Q13526 whole entry, looked up): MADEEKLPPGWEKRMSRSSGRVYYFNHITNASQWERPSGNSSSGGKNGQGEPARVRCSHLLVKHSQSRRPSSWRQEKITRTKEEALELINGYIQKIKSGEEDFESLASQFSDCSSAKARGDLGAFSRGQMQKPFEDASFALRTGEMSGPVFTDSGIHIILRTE
HP1b binding inh: inhibitors of HP1-beta chromodomain binding to methylated histone tails | hit rate 0.56% among 390,000 | AID 540317 | Potency, µM (top dose mostly 114 µM), without a hit: at the top dose activity change, negative = inhibition, actives largely listed as inhibitors | P83916 | AlphaScreen HP1-beta / biotin-H3K9me3 peptide binding; note: nearly all actives have a fitted effect of over 70% in size; inactives centre near 23
Target sequence (P83916 whole entry, looked up): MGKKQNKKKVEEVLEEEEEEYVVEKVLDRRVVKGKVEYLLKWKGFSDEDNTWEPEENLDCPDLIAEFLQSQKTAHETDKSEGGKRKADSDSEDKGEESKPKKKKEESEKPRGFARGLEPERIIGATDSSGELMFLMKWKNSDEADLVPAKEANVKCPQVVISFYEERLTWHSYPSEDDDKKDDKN
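AlphaScreen: HP1-beta (50 nM) preformed 30 min with biotin-H3(1-18)K9me3 peptide (50 nM) in PBS pH 7.4, 0.01% Tween-20. Compound added for 30 min at RT, then streptavidin donor/nickel chelate acceptor beads (10 ug/mL) for 30 min.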
GLS inhibitor: glutaminase GLS (human) inhibition; O94925; Potency, µM (highest dose often 45.5 µM), without a hit: at the highest dose activity change, negative = inhibition, hits mostly inhibitors; hit rate 0.21% among 410,000; GLS enzymatic activity, qHTS titration; note: % is set by controls: 0 for no effect and ±100 for the full control effect
Target sequence (O94925 whole entry, looked up): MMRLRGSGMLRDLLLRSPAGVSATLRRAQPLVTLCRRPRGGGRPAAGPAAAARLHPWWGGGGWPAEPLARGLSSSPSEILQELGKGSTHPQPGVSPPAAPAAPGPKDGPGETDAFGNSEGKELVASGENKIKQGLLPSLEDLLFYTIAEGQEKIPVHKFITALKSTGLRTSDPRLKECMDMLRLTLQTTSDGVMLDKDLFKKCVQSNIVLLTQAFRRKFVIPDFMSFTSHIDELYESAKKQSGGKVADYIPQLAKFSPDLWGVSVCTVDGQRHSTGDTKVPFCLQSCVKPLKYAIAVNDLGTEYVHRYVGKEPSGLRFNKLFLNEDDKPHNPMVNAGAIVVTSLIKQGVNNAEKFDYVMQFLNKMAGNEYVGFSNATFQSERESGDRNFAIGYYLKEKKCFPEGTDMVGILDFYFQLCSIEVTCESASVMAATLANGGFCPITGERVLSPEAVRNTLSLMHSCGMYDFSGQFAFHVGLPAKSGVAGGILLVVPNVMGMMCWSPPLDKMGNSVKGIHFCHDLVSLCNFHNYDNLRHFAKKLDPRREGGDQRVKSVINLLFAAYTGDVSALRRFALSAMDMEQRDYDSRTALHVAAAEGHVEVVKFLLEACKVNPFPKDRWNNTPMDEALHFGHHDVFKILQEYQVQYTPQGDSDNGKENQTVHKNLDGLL
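Glutamate formation by hKGA was monitored fluorometrically using coupled glutamate oxidase, HRP and Amplex Red. Substrate was added as 1 mM L-glutamine solution; incubation was 30 min at RT after an initial read.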
PGK inhibitor: inhibitors of T. brucei phosphoglycerate kinase. Potency, µM (series often up to 57.5 µM), without a hit: top-dose activity change, negative = inhibition, actives largely listed as inhibitors. hit rate 0.043% among 380,000. AID 602233. PGK/GAPDH coupled, Kinase-Glo luminescence, 60 min; note: % is set by controls: 0 for no effect and ±100 for the full control effect; nearly all actives have a fitted effect of over 60% in size
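Luminescent ATP detection (Kinase-Glo Plus) follows a 60-minute room-temperature incubation, with wells lacking PGK as controls. Buffer: 100 mM TEA (pH 7.6), 5 mM MgCl2, 0.01% Tween-20. Coupling enzyme GAPDH (100 nM final) supplies unstable 1,3-BPG in-well.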
* marks the source's active call; other numbers are inactive results; i = inactive; ? = inconclusive; / = not tested or not shown; & = joins results of further samples; [ ] = another dose, or the depositor's remark. Unless noted, calls come from the whole dose curve; as a rule, active = well fitted curve in the direction sought with a large enough effect; inconclusive = small, poorly fitted or top-dose-only effect, or another doubt; inactive = no such curve, though single readings can be large; an effect the other way counts as inactive or inconclusive. Potency is the fitted concentration of half-maximal effect.

The line under a structure holds: BLM inh | BAZ2B block | G9a inh | JMJD2A Tudor inh | POLI inh | Pin1 inhibitor | HP1b binding inh | GLS inhibitor | PGK inhibitor
> Cc1ccc(C)c(S(=O)(=O)c2c[nH]c(=S)[nH]c2=O)c1
→ -8.3% | -16.8% | / | -3.9% | -16.8% | -1.3% | 15.2%[57 µM] | -28.4% | -2.4%
> COc1ccc(N2C(=O)CC(c3ccccc3)CC2=O)cc1
→ / | 1.7% | 10.3%[0.501 µM] | 2.9% | 6.5% | -3.2% | 33.1% | -8.9% | -2.4%
> COc1ccc(CNC(=O)CSc2nc3ccc(C)cc3[nH]2)cc1
→ -2.7% | 3.3% | -16.0% | -19.7% | -8.7% | -1.8% | 71.3%[activator] | -9.7% | -8.2%
> CSc1ccccc1C(=O)Nc1cc(C)cc(C)c1
→ -3.2% | 1.5% | 6.6%[59 µM] | -1.2% | 6.8% | ? | 22.9% | 3.5% | -1.0%
> COc1ccccc1/C=C/C(=O)Nc1cccc(S(=O)(=O)N2CCOCC2)c1
→ / | -3.8% | -7.9%[2.33 µM] | -16.7% | 16.2% | 12.9% | 28.5% | 2.4% | 1.5%
> CCOc1ccc(S(=O)(=O)Nc2cc(OC)c(OC)cc2C(=O)O)cc1
→ 1.8% | -34.2% | -50.8% | -9.9%[57.1 µM] | 12.5% | 2.6% | 48.1%[activator] | 12.1% | i
> COc1ccc(-n2nc(C(=O)NCC(=O)N(C)Cc3ccccc3)c3ccccc3c2=O)c(OC)c1
→ -0.2% | 8.3% | -10.8% | -2.1% | 10.5% | 0.4% | 0.9% | 10.7% | -0.5%
> Cn1c(CSCc2ccc(Cl)cc2)nnc1SCC(=O)Nc1nc2ccccc2s1
→ 1.8% | -2.1% | 13.3% | -17.2% | 2.5% | -1.3% | 10.0% | -0.1% | -4.2%
> COc1cccc(-c2cc3nc(-c4ccccc4)cc(=O)n3[nH]2)c1
→ -0.3% | 3.1% | -2.7% | -11.6% | -4.4% | -5.5% | 29.5% | -3.2% | -5.9%
> c1ccc(-c2ccc(CN3C[C@@H]4C(c5ccccc5)C5(c6ccccc6)CC4(C5)[C@H]3c3ccccc3)cc2)cc1 (some centres not stated)
→ -0.1%&-2.5% | 21.5% | 77.3%[activator][12.7 µM] | -17.4% | ? | 54.6%[activator] | 18.7% | 2.4% | -7.6%
> CCN(c1ccccc1)S(=O)(=O)c1ccc(OC)c(NC(=O)C2CC2)c1
→ / | 12.1% | -0.6%[12.7 µM] | -4.7% | -4.2% | 2.5% | 57.1%[activator] | 5.4% | -5.8%
> COC(=O)NNC(=O)c1ccccc1OC
→ -7.9% | -1.7% | 11.6%[59 µM] | -0.7%[11.4 µM] | 27.0% | -12.4% | 70.1%[activator] | 7.5% | -6.4%
> CC(=O)Nc1ccc(S(=O)(=O)NC2C3(C)CCC(C3)C2(C)C)cc1 (configuration not stated)
→ -4.1% | -0.8% | 25.9%[59 µM] | -9.3% | -12.6% | 0.6% | 23.4% | -2.8% | -5.3%
> O=C(Nc1cccc2ccccc12)NC1CCS(=O)(=O)C1 (configuration not stated)
→ -1.2% | -3.7% | 23.9% | -2.4% | 2.4% | 2.7% | 11.2% | -2.0% | -0.8%
> Cc1noc(C)c1COc1ncnc2ccccc12
→ -0.2% | -9.8% | 0.6% | -0.7% | 19.4% | 7.0% | 29.2% | 13.6% | 5.8%
> COc1ccccc1NC(=O)c1sc2nc(C)c(C(=O)Nc3ccc(C)cc3C)c(-c3ccc(C)o3)c2c1N
→ -6.3% | 3.0% | 10.2%[59 µM] | -21.2% | 34.5%[activator] | ? | 18.7% | -3.4% | -6.3%
> COc1ccc(NS(=O)(=O)c2ccc(C)c(NC(=O)C3CCCO3)c2)cc1 (configuration not stated)
→ / | 10.6% | 19.2%[2.33 µM] | -20.5% | 54.4%[activator] | -0.5% | 14.8% | 1.7% | -3.5%
> Cc1cc(C)c2cc(C(=O)N3CCC(C(=O)c4ccc(F)cc4)CC3)[nH]c2c1
→ 3.5% | -39.0% | / | -26.6% | 95.9%[activator] | 3.0% | 6.0% | 1.1% | 9.1%
> CCOc1ccc(CNC(=O)c2cc3oc4ccccc4c3n2C)cc1
→ -1.0%&-3.8% | 7.1%&-5.3% | 12.0%&18.6%[59 µM] | -9.5% | 11.9%&20.8% | 13.4%&2.1% | 22.9%&3.4% | -3.2%&-1.2% | i
> Cc1ccc(C(c2nnnn2CCC(C)C)N2CCN(C)CC2)cc1 (configuration not stated)
→ 0.0% | 4.6% | -48.7%[59 µM] | -14.2% | 6.3% | 4.1% | 32.4% | -1.5% | 2.4%
> CN(Cc1ccccc1)CC(O)COc1ccc(CNCCOc2cccnc2)cc1 (configuration not stated)
→ -0.5% | -10.7% | 6.6% | -11.7% | 61.8%[activator] | 6.4% | 13.8% | -7.8% | -2.2%
> O=C(Nc1ccccc1Cl)N1CCC(CN2CCCCC2)CC1
→ 4.0% | 4.1% | -2.6%[59 µM] | 3.8% | -15.7% | -7.2% | 5.8% | -5.9% | -3.6%
> COc1cccc(-c2nn3c(-c4ccccn4)nnc3s2)c1
→ 1.4% | 58.9%[activator] | -14.6% | 79.4µM* | 22.2% | 9.8% | 63.1%[activator] | -7.5% | -8.1%
> O=S(=O)(c1ccc(Br)cc1)c1nc(-c2ccco2)oc1SCc1ccccc1F
→ -6.8% | -24.6% | ? | -22.5% | -25.0% | 44.5%[activator] | 14.6% | 9.0% | 8.1%
> CCOC(=O)C1CCN(C(=O)CSc2c3c(nc4ccc(Cl)cc24)CCCC3)CC1
→ -0.2% | / | 2.7%[59 µM] | -6.7% | -7.0% | -0.2% | 54.0%[activator] | -13.2% | i
> CN(C)NC(=O)c1csnc1-c1c(Cl)cccc1Cl
→ -1.1% | ? | 29.4% | -4.1% | 54.1%[activator] | 31.4%[activator] | 12.4% | 18.6% | 4.7%
> COc1cc(NC(=O)CN2C(=O)NC(C)(c3ccc(OC(F)F)cc3)C2=O)cc(OC)c1OC (configuration not stated)
→ -3.1% | 1.0% | 9.2% | -20.1% | 32.5%[activator] | 0.2% | -11.6% | 15.3% | -3.1%
> CCc1c(C)nc2cc(-c3cc(OC)cc(OC)c3)nn2c1N1CCCC1
→ -16.8% | 11.7% | 35.0%[59 µM] | 6.5% | ? | 0.8% | 61.6%[activator] | -6.6% | i[11.5 µM]
> CCc1ccc(C2C(C#N)=C(N)N(N(C)C)C3=C2C(=O)CCC3)cc1 (configuration not stated)
→ 1.0% | -12.3% | 13.5% | -22.1% | 21.9% | 3.1% | 24.6% | 9.8% | -8.9%
> Cc1ccc(Cn2cnc3c(cnn3C(C)(C)C)c2=O)cc1
→ -2.8% | 4.6% | 16.0% | 28.1% | 2.0%&2.3% | 6.7% | 47.2%[activator] | -8.5% | -15.6%
> COc1ccc(-c2cc(C)no2)cc1S(=O)(=O)N1CCCN(Cc2ccc(F)cc2)C1
→ 1.0% | -21.7% | 16.1% | -32.6% | -11.9% | -2.2% | -2.3% | -1.3% | i
> Cc1ccc(S(=O)(=O)c2cc3c(=O)n4ccccc4nc3n(CCCN3CCOCC3)c2=N)cc1C
→ 6.6% | -15.9%[57.1 µM] | 11.5% | -33.8% | 15.9% | 10.7% | 12.5% | ? | i
> COc1ccccc1CCNC(=O)C(=O)NCC1OCCN1S(=O)(=O)c1ccc(OC)c(OC)c1 (configuration not stated)
→ 1.5% | -5.7% | / | -10.9% | -10.7% | -4.1% | 22.0% | -1.4% | 0.7%
> O=C(Nc1ccc(S(=O)(=O)N2CCOCC2)cc1)c1ccc(=O)[nH]c1
→ -12.9% | -35.0% | -17.2% | -20.9% | ? | -1.0% | 55.0%[activator] | -0.1% | ?
> CN1C(=O)S/C(=C/c2ccc(OCc3cccc(C(=O)O)c3)cc2)C1=O
→ 2.1% | 3.2% | ? | -10.8% | 56.5%[activator] | -2.8% | 25.0% | -9.4% | -12.5%
> O=C(c1nc2ccc(Cl)cn2c1CNCCn1ccnc1)N1CCCCCCC1
→ -0.3% | -13.3% | 3.2% | -25.5% | 13.1% | -4.3% | 10.5% | -2.5% | -4.5%
> Cc1ccc(SCC(=O)N(C)C2CCS(=O)(=O)C2)c(C)c1 (configuration not stated)
→ / | / | / | -15.8% | 5.6% | -0.1% | 15.4% | 4.9% | i
> Cc1nnc(NC(=O)CSc2nnc(CNC(=O)c3ccccc3)n2-c2ccccc2)s1
→ -4.4% | 6.8% | -41.2% | -21.5% | -7.4% | 4.0% | 13.4% | -5.3% | -0.5%
> CCOP(=O)(OCC)/C(C#N)=C/c1c[nH]c2ccccc12
→ -3.1% | -15.2% | 8.9% | -22.5% | 18.9% | 20.0% | 12.6% | -8.1% | -4.5%
> Cc1ccc(-n2c(=O)cc(N3CCCCCC3)[nH]c2=O)cc1
→ 4.5% | 0.2% | 1.6%[59 µM] | 1.4% | 33.3%[activator] | -3.1% | 31.7% | 10.8% | i
> O=C(O)CCN(CCC(=O)O)c1ccccc1
→ -1.7% | ? | ? | -25.9% | 18.4% | -11.2% | 7.5% | 46.0%[activator] | 1.1%
> CC1CCN(S(=O)(=O)c2ccc3nc(NCc4ccccc4)ccc3c2)CC1
→ -15.0% | 6.8% | -47.0%[59 µM] | -12.7% | -13.9% | 3.0% | 56.8%[activator] | 2.7% | i
> COc1ccc(CCNC(=O)CC2C(=O)NCCN2CC(C)(C)C)cc1 (configuration not stated)
→ -2.9% | -27.3% | -1.6% | -19.6% | 79.9%[activator] | 0.6% | 34.6% | 2.9% | 4.3%
> O=C(NCCN1CCOCC1)c1cc(Sc2cccc(Cl)c2)nc2ccccc12
→ 0.6% | 3.7% | 11.5%[59 µM] | -15.6% | -7.3% | -6.8% | 24.8% | -4.2% | i
> CCOc1ccc(S(=O)(=O)Nc2ccc(C(=O)N3CC(C)OC(C)C3)cc2)cc1 (configuration not stated)
→ / | 11.5% | 18.3%[2.33 µM] | -14.5% | 16.3% | -0.3% | 7.5% | 2.0% | i
> COc1ccc(C)cc1NC(=O)c1oc2ccc(S(=O)(=O)N3CCC4(CC3)OCCO4)cc2c1C
→ -5.2% | -2.2% | -8.7%[59 µM] | -10.4% | 6.7% | 3.1% | 20.6% | 2.7% | 1.6%

This is a subset, so the mix of outcomes need not match the whole.
